Bioassay records deposited in PubChem BioAssay by several laboratories.
VHR inh abs = blocks human VHR1 dual specificity phosphatase; inhibition, % at 13.3 µM; AID 1654; 290,000 tested, 0.52% active; recombinant VHR phosphatase, pNPP absorbance; in the data active means inhibition above about 50%; further: some compounds called inactive have numbers as strong as hits
Target sequence (P51452 whole entry, looked up): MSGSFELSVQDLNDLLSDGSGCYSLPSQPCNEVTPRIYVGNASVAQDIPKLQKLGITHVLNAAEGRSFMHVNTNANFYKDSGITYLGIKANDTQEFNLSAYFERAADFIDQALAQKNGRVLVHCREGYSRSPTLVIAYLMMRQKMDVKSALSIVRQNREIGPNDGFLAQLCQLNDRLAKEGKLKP
MazF activator = activators of E. coli MazEF toxin-antitoxin RNase. FAM/BHQ RNA-DNA oligo cleavage fluorescence, 5 h. activation, % at 20 µM. P0AE70. 350,000 tested, 0.32% active; in the data active means activation above about 50%
Rv3671c inh = inhibits the M. tuberculosis serine protease Rv3671c. P9WHR9. inhibition, % at 5.96 µM. 320,000 tested, 0.048% active. AID 2606; in the data active means inhibition above about 38%;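 further: extracellular domain of Rv3671c used as enzyme; 0% = enzyme with DMSO and 100% = no enzyme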
PrPC surface inh = cell surface PrPC inhibition, primary TR-FRET screen. P04156. TR-FRET read-out. 370,000 tested, 0.43% active. inhibition, % at 13.8 µM; in the data active means inhibition above about 24%; further: 0% = median of the test wells and 100% = reference compound wells
SARS 3CLpro inh = SARS-CoV 3CLpro protease inhibition; inhibition, % at 6 µM; recombinant SARS-CoV 3CLpro, quenched FRET peptide cleavage; 290,000 tested, 0.14% active; P0C6X7; in the data active means inhibition above about 12%
Anthrax LF inh2 = inhibitors of Bacillus anthracis lethal factor protease | P15917 | multiplex microsphere protease cleavage assay, LF | inhibition, % at 10 µM | 360,000 tested, 0.12% active | AID 588501; further: plate controls were buffer without enzyme for full effect and enzyme alone for no effect
Target sequence (P15917 whole entry, looked up): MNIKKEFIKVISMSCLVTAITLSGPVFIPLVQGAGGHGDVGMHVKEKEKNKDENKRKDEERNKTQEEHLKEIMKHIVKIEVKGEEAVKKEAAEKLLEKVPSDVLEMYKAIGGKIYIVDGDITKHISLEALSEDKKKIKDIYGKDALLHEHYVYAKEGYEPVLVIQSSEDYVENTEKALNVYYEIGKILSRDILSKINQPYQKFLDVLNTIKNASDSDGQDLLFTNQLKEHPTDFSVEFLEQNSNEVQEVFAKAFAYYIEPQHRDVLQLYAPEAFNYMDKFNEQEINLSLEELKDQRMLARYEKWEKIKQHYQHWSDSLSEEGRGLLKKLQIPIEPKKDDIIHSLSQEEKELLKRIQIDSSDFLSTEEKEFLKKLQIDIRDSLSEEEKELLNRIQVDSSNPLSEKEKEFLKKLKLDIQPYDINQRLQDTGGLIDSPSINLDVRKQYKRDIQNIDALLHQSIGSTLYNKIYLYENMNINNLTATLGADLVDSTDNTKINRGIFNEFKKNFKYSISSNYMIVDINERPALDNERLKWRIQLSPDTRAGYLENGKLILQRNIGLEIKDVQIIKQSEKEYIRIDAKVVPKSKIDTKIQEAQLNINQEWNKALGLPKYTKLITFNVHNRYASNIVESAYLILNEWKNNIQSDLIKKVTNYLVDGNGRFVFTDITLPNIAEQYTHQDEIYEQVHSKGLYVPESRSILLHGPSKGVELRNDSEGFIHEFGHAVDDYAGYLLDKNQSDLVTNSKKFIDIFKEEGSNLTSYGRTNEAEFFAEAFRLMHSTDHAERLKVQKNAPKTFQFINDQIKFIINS
BoNT A protease = BoNT A light chain protease inhibition; multiplex microsphere protease substrate cleavage, flow cytometry; inhibition, % at 10 µM; 360,000 tested, 0.17% active; AID 588499; further: plate controls were buffer without enzyme for full effect and enzyme alone for no effect
BoNT-F LC inh = BoNT F light chain protease inhibition | Multiplex microsphere protease cleavage assay, flow cytometry | inhibition, % at 10 µM | 360,000 tested, 0.22% active | AID 588497; in the data active means inhibition above about 35%, passing the limit was not always enough; inconclusive means no clear call, values can overlap the other calls; further: plate controls were buffer without enzyme for full effect and enzyme alone for no effect
SSB-PriA inh = inhibitors of Klebsiella pneumoniae PriA binding to SSB C-terminal tail; 430,000 tested, 0.6% active; inhibition, % at 33 µM; AlphaScreen SSBct-PriA binding, biotinylated peptide; in the data active means inhibition mostly above about 37%, no sharp cut-off; inactive means mostly below about 20%;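 further: plate controls were negative control peptide for no effect and reference peptide for full effect; strong numbers were not always called active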
CCHFV vOTU inh = CCHFV vOTU protease inhibition; Pep-AMC fluorescence; inhibition, % at 11.5 µM; 370,000 tested, 0.55% active; in the data active means inhibition above about 30%; further: 0% = vehicle wells with enzyme and 100% = no enzyme wells
Starred values were filed as active, the others as inactive; ? = inconclusive; nt = not tested or not shown. Unless noted, no stated cut-off is given here; in the data, active means inhibition above about 30%; inconclusive means no clear call, values can overlap the other calls; inactive means below that.

SMILES	VHR inh abs	MazF activator	Rv3671c inh	PrPC surface inh	SARS 3CLpro inh	Anthrax LF inh2	BoNT A protease	BoNT-F LC inh	SSB-PriA inh	CCHFV vOTU inh
Cc1ccc(NC(=O)c2c(C)noc2C)cc1S(=O)(=O)N1CCOCC1	nt	4.8	-2.0	3.5	nt	-1.6	-0.8	-6.4	-16.5	3.3
COc1ccc(N=C2NC(=O)C(CO)(CO)S2)cc1	-4.5	-2.1	nt	-4.3	-4.1	6.5	-0.9	6.5	-19.9	-4.0
O=C(CN1C(=O)/C(=C/c2ccc(F)cc2)SC1=S)NC1CCS(=O)(=O)C1 (centres undefined)	2.8	4.2	-3.0	1.6	4.8	-2.1	-0.4	-7.9	-11.8	-1.1
Cc1c(Cl)cccc1NC(=O)CNC(=O)C1CCN(C(=O)Nc2ccccc2)CC1	nt	3.4	2.5	1.9	nt	-6.0	-0.1	0.1	3.8	-6.6
Cc1ccc(S(=O)(=O)N2C[C@H]3[C@H]4C(=O)N(c5ccccc5)C(=O)[C@H]4CC(=O)[C@H]3[C@@H]2c2ccccc2F)cc1	nt	nt	nt	-3.6	nt	-4.1	0.7	9.7	nt	-0.8
CCCCN1CCc2c([nH]c3ccccc23)C1=O	-4.6	-1.2	-5.8	4.2	4.9	3.0	0.2	-4.7	-7.9	9.6
O=C(/C=C/[C@H]1O[C@@H](n2ccc(=O)[nH]c2=O)[C@H](O)[C@@H]1O)NCc1cccs1	nt	nt	nt	2.0	nt	-0.2	-0.9	-7.7	nt	1.5
COCCn1c(SCC(=O)Nc2cccc(S(N)(=O)=O)c2)nc2ccccc21	22.3	0.6	6.8	2.9	8.6	-1.1	-0.4	-2.5	9.6	5.3
COc1ccc(-c2csc(NC(=O)c3cc(=O)c4ccccc4o3)n2)cc1OC	-10.8	0.9	-1.8	-4.5	-1.3	-5.0	0.1	0.6	-8.5	10.5
COc1ccccc1-c1nnc(SC/C(O)=C(\C#N)c2nc3ccccc3[nH]2)n1C1CCCCC1	36.0	1.3	2.5	10.0	2.5	0.0	1.2	-3.1	nt	28.0
C=C(C)C1CC=C(CN2CCC(C(=O)OCC)CC2)CC1 (centres undefined)	24.4	-7.7	-2.1	2.9	5.2	-8.9	3.5	4.5	-7.7	0.5
CCn1c(=O)cc(SCC(=O)N2CCN(c3ccccc3F)CC2)c2ccccc21	17.6	0.3	3.5	-5.0	2.2	-3.7	-0.9	0.1	-4.6	-16.7
Cn1c(SCC(=O)N2CCCCCC2)nnc1-c1ccco1	1.8	-11.8	-2.8	2.3	4.2	-2.8	-1.7	-4.3	4.6	17.8
COc1cc(C2C(C#N)=C(N)OC3=C2C(=O)CCC3)c([N+](=O)[O-])cc1OC (centres undefined)	0.2	110.3*	27.6	-14.0	-5.2	7.8	1.9	10.8	9.1	0.7
Cn1c(-c2ccc(F)cc2)cnc1NCc1ccccc1	-4.1	-4.4	-5.3	-1.5	0.8	-4.4	-3.4	-5.9	-11.9	-9.9
CCC(CC)C(=O)N=C1SC2CS(=O)(=O)CC2N1CCc1ccc(OC)c(OC)c1 (centres undefined)	7.7	7.9	-1.8	-4.2	1.3	1.1	2.8	?	-0.6	-11.3
O=C(c1ccc(F)cc1F)N1CCN(c2ccccn2)CC1	5.8	3.2	-5.4	0.0	-3.2	3.1	-3.4	-6.6	0.5	7.1
CN(C)C(=O)CSc1cccc2cccnc12	-1.0	0.8	-20.0	-7.5	5.0	0.5	0.5	10.0	94.2*	-21.8
CCCCOCCCNC(=O)C[C@@H]1C[C@@]2(C(=O)OCC)CCC=C2N(CCC2=CCCCC2)C1=O	nt	nt	nt	4.3	nt	8.1	0.4	-2.2	nt	15.3
C[C@@H](CSc1ccc(Br)cc1)CN1CC[C@H](C(C)(C)C)CCC1=O	nt	-3.2	-4.9	2.6	nt	3.1	-0.3	-5.2	-22.2	14.0
CN(C)C(=O)CSC1c2ccccc2C(=O)N1c1ccccc1 (centres undefined)	6.0	-0.7	-2.4	-9.0	-1.1	0.2	-0.6	-12.4	7.9	-13.0
Cc1cccc(NC(=O)c2cccc(NC3=NC4CS(=O)(=O)CC4S3)c2)c1 (centres undefined)	29.1	6.1	0.7	4.4	-6.2	7.5	5.0	-10.9	0.5	3.9
Cc1nn(-c2ccccc2)c(Cl)c1/C=C1\SC(=S)NC1=O	2.0	10.7	-25.0	-7.0	4.2	-1.2	-2.1	-12.5	-12.0	5.9
Cc1cccc(S(=O)(=O)C(C#N)c2nc3ccccc3nc2N2CCOCC2)c1 (centres undefined)	20.0	4.1	-6.8	-2.1	1.2	1.3	1.6	-3.4	-5.8	-5.3
COC(=O)N/N=C\c1c(C)[nH]n(-c2ccccc2)c1=O	43.6	9.5	-12.6	4.9	-4.1	-8.4	-2.0	-12.0	nt	0.7
O=C(O)c1ccc(N2C(=O)CC(SC(=NCc3ccc4c(c3)OCO4)Nc3ccccc3)C2=O)cc1 (centres undefined)	0.4	-2.2	-11.7	1.9	8.7	-0.2	-1.0	0.4	15.2	13.5
COc1cc(C2c3c(oc4ccccc4c3=O)C(=O)N2CCN2CCOCC2)cc(OC)c1OC (centres undefined)	39.7	-1.6	7.5	-3.7	nt	-0.9	-0.2	-3.4	0.8	-7.1
CCc1nnc(NC(=O)CSc2nnc(CNc3ccc(Cl)cc3)o2)s1	18.9	-0.1	1.3	nt	-0.4	?	-0.3	5.1	5.1	nt
CC(C)COC(=O)C(C)Nc1n[nH]c(=S)[nH]c1=O (centres undefined)	21.7	-6.4	5.4	4.9	4.4	-11.1	-0.6	2.9	-1.1	3.0
CCOC(=O)C1(CCc2ccccc2)CCN(C(=O)CN2CCOC2=O)CC1	12.0	6.5	1.1	0.1	1.3	-1.4	2.4	31.9	-5.1	-8.4
O=C(O)CC(c1ccccc1)c1ccc2c(c1)OCO2 (centres undefined)	nt	-1.5	nt	-2.6	nt	-2.3	-0.1	-4.1	nt	8.1
C=CCn1c(SC(C)C(=O)NC2CC2)nnc1-c1ccoc1C (centres undefined)	nt	4.2	9.9	-2.6	nt	-1.8	0.7	-5.1	-3.1	1.9
COc1ccc(N2CCN(C(=O)c3cccc(NS(=O)(=O)c4cccc(F)c4)c3)CC2)cc1	24.9	1.8	nt	2.0	1.0	-2.9	-1.7	0.4	15.9	-4.1
Cc1c(Cl)cnc(NC(=O)COC(=O)C(NC(=O)c2ccco2)C(C)C)c1Cl (centres undefined)	-4.9	8.7	-1.7	4.1	7.1	-0.1	0.7	-9.4	8.7	14.5
CCn1c(=N)n(CC(O)COc2ccc(C)cc2)c2ccccc21 (centres undefined)	-0.7	18.1	-1.0	-0.2	-0.8	2.5	0.8	6.8	5.1	13.3
Cc1ccc(NC(=O)Cn2nc(C(=O)O)c3ccccc3c2=O)cc1S(=O)(=O)N1CCOCC1	nt	0.5	-8.3	-1.6	nt	-10.9	-1.2	-7.3	3.5	11.0
O=C(Nc1cccc(OC(F)(F)F)c1)C1Cc2c(-c3cccc(F)c3)ccnc2O1 (centres undefined)	nt	nt	nt	0.9	nt	-3.9	0.0	-4.3	nt	21.1
CCN(CC)CCNC(=O)c1cc2c(=O)n(CC)c3ccccc3c2s1	nt	2.4	-3.6	-20.3	-3.5	2.8	-2.4	-0.6	2.6	-96.3
CCOCCCN(C(=O)c1snc(C(N)=O)c1N)C(C(=O)NCCC(C)C)c1ccc(F)cc1 (centres undefined)	-16.3	6.0	7.3	0.7	2.5	-15.9	-0.4	?	-11.4	-8.8
CC(=O)c1ccc(-c2cnc3c(NC=O)cc(-c4ccc(C(=O)NC5CC5)cc4)cn23)cc1	nt	nt	nt	-31.0	nt	-3.4	-0.4	-10.9	nt	3.9
Cc1ccnc(NS(=O)(=O)c2ccc(NC(=O)C3CCCCC3)cc2)n1	24.9	0.3	3.5	-0.4	-4.7	4.4	0.1	-5.9	-8.6	-7.3
COc1cc(CNC(=O)c2cc(-c3cc(OC)ccc3Cl)n[nH]2)cc(OC)c1	nt	nt	nt	3.8	nt	-0.8	-0.3	2.3	nt	0.3
CCCN1CCN(C(=O)c2cc3c(s2)-c2ccccc2OC3)CC1	37.0	3.4	-6.0	13.2	0.9	7.4	1.4	1.2	nt	-283.6
CC(C1SC(=S)NC1=O)C1SC(=S)NC1=O (centres undefined)	nt	-15.5	nt	-9.2	nt	-2.0	0.1	5.5	nt	1.2
O=C(Nc1cccc(Cl)c1)Nc1ccc(Br)cc1F	2.3	7.8	-95.8	2.3	0.6	-4.0	-1.0	-6.3	-5.4	3.8
O=C(COC(=O)c1ccc2c(c1)OCCO2)NCc1ccccc1Cl	nt	-3.9	-4.8	1.8	nt	-5.1	-0.9	-9.9	9.7	-11.0
CCCn1c(SCC(=O)N(C)CC(=O)Nc2ccc(Cl)cc2)n[nH]c1=O	nt	-23.4	-3.8	-6.4	nt	7.1	-0.1	6.8	-9.4	13.1
Nc1nc2ncccc2cc1C(=O)NC1CCCCC1	nt	nt	nt	5.0	nt	3.1	0.9	5.8	nt	-97.6
CCCOc1ccc(-c2nnn(CC(=O)N3CCCCC3)n2)cc1	-3.9	-2.4	-0.4	-0.2	-1.3	1.5	-0.2	-7.9	0.2	5.1
COc1ccc(C(=O)Nc2scc(-c3ccc(Cl)cc3Cl)c2C(N)=O)cc1	-4.5	-4.0	-24.3	68.4*	2.3	-3.5	-0.5	6.4	-3.0	5.1
Cc1nc2ccccc2c(=O)n1-c1ccc(-c2ccccc2)cc1	2.4	0.1	-11.4	-12.9	-0.2	4.0	-0.7	4.4	3.3	17.3
O=C(CN1CCOCC1)Nc1cccc(C(=O)Nc2cccc(C(F)(F)F)c2)c1	13.5	-0.6	-0.5	4.6	0.6	-2.2	0.3	5.9	7.6	-1.9
COc1ccc(N(CC(=O)NC2CCCC2)C(=O)Cn2nnc(-c3ccc(C)o3)n2)cc1	-2.4	9.8	nt	9.6	-1.6	1.0	-1.1	-0.4	3.6	13.7
CCCC(C)c1nnc(NC(=O)CCS(=O)(=O)c2ccccc2)s1 (centres undefined)	33.1	2.7	4.2	2.2	-4.1	-9.6	-3.3	1.2	6.8	10.4
CN(C)C(=O)c1cnc(Sc2ncc(C(F)(F)F)cc2Cl)n1C	-12.0	2.7	2.9	-0.8	0.5	-5.3	-1.2	-0.7	-4.3	-9.8
CC(C)CCOc1ccc(NC(=O)C2OC3OC(C)(C)OC3C3OC(C)(C)OC23)cc1 (centres undefined)	10.6	2.5	-4.2	-4.8	-0.4	-7.9	-1.1	10.0	2.3	0.9
COc1ccc2oc(=O)c(C(=O)N3c4ccccc4CC3C)cc2c1 (centres undefined)	-2.0	1.2	2.7	5.0	-0.3	0.2	-0.7	-7.4	10.2	-6.9
COc1ccccc1NC(=O)/C(=N/OCc1ccc(F)cc1)C(C)=O	14.4	74.6*	-0.2	-4.9	4.2	-0.4	0.0	-3.3	nt	3.2

5 entries picked at random from the list so far:
SMILES	VHR inh abs	MazF activator	Rv3671c inh	PrPC surface inh	SARS 3CLpro inh	Anthrax LF inh2	BoNT A protease	BoNT-F LC inh	SSB-PriA inh	CCHFV vOTU inh
CC(C)CCOc1ccc(NC(=O)C2OC3OC(C)(C)OC3C3OC(C)(C)OC23)cc1 (centres undefined)	10.6	2.5	-4.2	-4.8	-0.4	-7.9	-1.1	10.0	2.3	0.9
COc1ccc2oc(=O)c(C(=O)N3c4ccccc4CC3C)cc2c1 (centres undefined)	-2.0	1.2	2.7	5.0	-0.3	0.2	-0.7	-7.4	10.2	-6.9
O=C(CN1CCOCC1)Nc1cccc(C(=O)Nc2cccc(C(F)(F)F)c2)c1	13.5	-0.6	-0.5	4.6	0.6	-2.2	0.3	5.9	7.6	-1.9
Nc1nc2ncccc2cc1C(=O)NC1CCCCC1	nt	nt	nt	5.0	nt	3.1	0.9	5.8	nt	-97.6
CN(C)C(=O)c1cnc(Sc2ncc(C(F)(F)F)cc2Cl)n1C	-12.0	2.7	2.9	-0.8	0.5	-5.3	-1.2	-0.7	-4.3	-9.8

A portion of the library; count on the stated rates, not on these rows.
